GPR55 LPI antagonism – GPR55 antagonists blocking LPI-driven arrestin recruitment, primary screen, imaging, U2OS, beta-arrestin-GFP, LPI agonist (AID 2013). U2OS GPR55 beta-arrestin-GFP translocation imaging, LPI antagonism; higher % means a stronger effect. inhibition, % at 10 µM; hits with a dose series show IC50 in µM. hit rate 0.13% among 290,000;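 active = spots per cell inhibited over 60%, with over 100 cells counted and total cytoplasm intensity under 500,000; inconclusive = wells with under 100 cells, flagged as likely toxic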;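 also: U2OS cells stably carrying GPR55 and arrestin-GFP stimulated by 5 µM LPI near EC80; imaged beta-arrestin-GFP aggregate spots per cell after agonist stimulation; plate controls were LPI-stimulated DMSO wells for no effect and DMSO wells without LPI for full effect; some results filed as inactive read as strong as hits; confirmed hits need IC50 under 10 µM and bright autofluorescent wells are also inconclusive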
KOR beta-arrestin-1 – KOR antagonists, beta-arrestin recruitment, cell-based, luminescence, uHTS (AID 1778); KOR beta-arrestin recruitment, luminescence, antagonist mode; higher % means a stronger effect; one-dose inhibition, % at 10 µM; IC50 in µM for titrated hits; hit rate 0.091% among 290,000; in the data active = inhibition above about 50%; also: strong numbers were not always called active
GPR35 arrestin U2OS – inhibition of zaprinast-stimulated GPR35 beta-arrestin translocation – imaging, U2OS, beta-arrestin-GFP, zaprinast agonist, primary screen (AID 2058); hit rate 0.052% among 290,000; U2OS GPR35 beta-arrestin-GFP translocation imaging, zaprinast antagonism; higher % means a stronger effect; one-dose inhibition, % at 10 µM; IC50 in µM for titrated hits;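 active = inhibition of at least 50% with at least 30 cells and total cytoplasm GFP at most 10,000,000; inconclusive = under 30 cells or total GFP of 10,000,000 plus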
KOR beta-arrestin-2 – KOR agonists, beta-arrestin recruitment, primary screen, cell-based, luminescence, uHTS (AID 1777); hit rate 0.02% among 280,000; KOR beta-arrestin recruitment, luminescence; higher % means a stronger effect; one-dose activation, % at 10 µM; EC50 in µM for titrated hits; in the data active = activation above about 50%, passing the limit was not always enough; also: a part of the inactive calls stands beside numbers as strong as those of hits
T cell HTS – T cell immune modulation candidate; 2C CD8+ T cell-vesicle binding, flow cytometry; hits give low values; hit rate 0.068% among 330,000; calls only at 7 µM; AID 2052;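 active = response, share of CD8 T cells binding vesicles, and their 90th percentile fluorescence all below set limits, cut at about 80% in these data, passing the limit was not always enough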
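Test system: purified 2C TCR transgenic mouse naive CD8+ T cells. Probe or stimulus: QL9-peptide-loaded Drosophila micro-vesicles bearing Ld, ICAM-1 and B7-1. Incubation: binding step 1.5 h, 37 °C, antibody labelling 20 min, ice. Measured by: flow cytometry of vesicle-bound cells.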
GPR55 activation – GPR55 agonists via beta-arrestin recruitment, primary screen, imaging, U2OS cells, beta-arrestin-GFP redistribution (AID 1961); hit rate 0.048% among 290,000; activation, % at 10 µM; hits with a dose series show EC50 in µM; U2OS GPR55 beta-arrestin-GFP redistribution imaging; higher % means a stronger effect;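 active = activation above 40% with more than 50 cells counted in the well; inconclusive = wells holding fewer than 50 cells, flagged as toxic or sparse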;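 also: U2OS osteosarcoma cells stably expressing GPR55 and beta-arrestin-GFP; plate controls were DMSO negative control for no effect and LPI positive control for full effect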
NTR1 agonist – NTR1-driven beta-arrestin-GFP spot formation – imaging, U2OS cells, high content, primary screen (AID 493036) | P30989 | agonist mode | activation, % at 20 µM | hit rate 0.17% among 330,000;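 active = activation at or above 40% of the spot to cytoplasm intensity ratio, with at least 20 cells analyzed; inconclusive = wells under 20 cells, flagged as cytotoxic or low count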;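 also: 0% = DMSO without peptide and 100% = 100 nM NTR1 peptide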
Target sequence (P30989 whole entry, looked up): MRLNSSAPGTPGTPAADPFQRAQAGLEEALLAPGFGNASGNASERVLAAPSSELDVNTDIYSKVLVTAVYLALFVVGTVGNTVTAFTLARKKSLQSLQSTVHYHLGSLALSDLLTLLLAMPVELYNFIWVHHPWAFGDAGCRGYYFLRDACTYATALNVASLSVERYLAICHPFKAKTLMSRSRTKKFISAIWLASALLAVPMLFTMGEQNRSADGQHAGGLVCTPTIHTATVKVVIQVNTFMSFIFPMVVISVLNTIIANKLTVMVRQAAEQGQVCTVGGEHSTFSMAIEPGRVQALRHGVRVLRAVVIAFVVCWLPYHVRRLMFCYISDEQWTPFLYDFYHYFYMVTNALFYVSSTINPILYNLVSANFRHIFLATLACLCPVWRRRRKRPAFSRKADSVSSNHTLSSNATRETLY
West Nile antiviral – West Nile virus antiviral activity, cell-based, CPE readout (AID 1621). West Nile virus-infected cells, CPE inhibition; higher % means a stronger effect. one-dose CPE inhibition, % at 10 µM; IC50 in µM for titrated hits. hit rate 0.02% among 290,000; in the data active = a potency from the dose series; inconclusive = CPE inhibition mostly from about 3.7% at the one dose, without a potency; inactive = the rest, 99 in 100 with CPE inhibition below about 2.2%; also: strong numbers were not always called active
Salmonella PhoP GFP – PhoP-dependent GFP reporter repression – Salmonella Typhimurium, primary screen (AID 1863). hit rate 0.16% among 300,000. inhibition, % at 50 µM, or IC50 in µM where a hit was titrated. S. Typhimurium PhoP-regulated promoter GFP reporter, 4 h; higher % means a stronger effect;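 active = inhibition over 29.93%, a cutoff 3 SD above the screen mean, later confirmed by dose response; inconclusive = inhibition over 29.93% but no dose response follow-up; inactive = inhibition at most 29.93% or unconfirmed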;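 also: 0% = low Mg2+ inducing control and 100% = high Mg2+ repressing control; strong numbers were not always called active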
T cell HTS vesicle-bound % – recorded beside T cell HTS, whose call it bears; double positive events, %; measured here: CD8+ vesicle-bound cell fraction;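 binding gate set so that unloaded-vesicle control wells show 10% double positive cells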
NTR1 agonist cell count 20 µM – second read-out of NTR1 agonist, no call of its own (marks repeat the call); cell count; measured here: cell count, cytotoxicity flag
Starred values were filed as active, the others as inactive; i = inactive; ? = inconclusive; nt = not tested or not shown; [ ] = dose if it differs, or a comment. No enrichment for hits (roughly 0.62% active in at least one column).

SMILES	GPR55 LPI antagonism	KOR beta-arrestin-1	GPR35 arrestin U2OS	KOR beta-arrestin-2	T cell HTS	T cell HTS vesicle-bound %	GPR55 activation	NTR1 agonist	NTR1 agonist cell count 20 µM	West Nile antiviral	Salmonella PhoP GFP
CCOC(=O)N1CCN(C(=O)CN(C2CCCCC2)S(=O)(=O)c2ccc(Cl)cc2)CC1	2%	-20%	-5%	-8.0%	i	19	0.1%	1.3	59	1.3%	-9%
CCC(=O)Nc1cccc(NC(=S)NC(=O)c2ccccc2C)c1	3%	-20%	48%	-5.8%	i	5	-0.3%	1.8	26	-1.4%	-2%
COc1ccccc1Nc1nc(N(C)c2ccccc2)nc(N)c1[N+](=O)[O-]	14%	-42%	1%	-1.7%	i	40	0.0%	6.3	101	0.1%	17%
CCC(c1nnnn1Cc1cccs1)N1CCN(C(=O)c2ccco2)CC1 (centres undefined)	1%	-32%[20 µM]	10%	nt	i	34	-0.1%	0.7	34	-0.4%	-3%
COC(=O)C(C)Sc1nc(N)c(NC(=O)c2ccco2)c(=O)[nH]1 (centres undefined)	-10%	16%	5%	-2.8%	i	34	-0.1%	0.4	60	0.0%	4%
COc1ccc(OC)c(/C=N/NC(=O)c2ccc(N(C)S(=O)(=O)c3ccccc3)cc2)c1	10%	0%	-10%	-4.3%	i	63	0.6%	-0.5	74	-0.4%	-16%
CCc1ccc(-n2c(SCC(=O)N3Cc4ccccc4CC3C(=O)O)nnc2-c2ccncc2)cc1 (centres undefined)	0%	-4%	-4%	2.3%	i	45	0.4%	-0.9	46	0.0%	-4%
CCCCNS(=O)(=O)c1ccc(OC)c(C)c1	-4%	-11%	-14%	-0.5%	i	4	0.4%	-0.1	70	0.1%	6%
CCOC(=O)N1CCC(NC(=O)CCC(=O)N2CC(C)Oc3ccc(Cl)cc32)CC1 (centres undefined)	-3%	7%	-1%	-2.7%	i	30	0.3%	2.8	41	0.5%	6%
COC(=O)C1=C(C(=O)OC)C(c2cc(Br)ccc2O)c2sc(=O)[nH]c2S1 (centres undefined)	29%	2%	2%	8.1%	i	46	-0.3%	nt	nt	-0.3%	-16%
CCCOC(=O)c1c(NC(=O)CSc2nc(-c3ccco3)cc(C(F)(F)F)n2)sc(C(=O)OC)c1C	-1%	8%	-9%	9.6%	i	42	-0.1%	-0.9	56	0.1%	-3%
CCOc1ccccc1-n1c(SCC(N)=O)nnc1-c1ccco1	-3%	4%	5%	0.7%	i	37	-0.1%	-0.3	63	-0.1%	4%
O=C(NCc1ccc2c(c1)OCO2)c1ccccn1	5%	-20%	-11%	-3.5%	i	31	-0.3%	-0.6	51	0.2%	0%
Cc1cc(OCC(=O)NN2C(=O)c3ccccc3C2=O)ccc1Cl	-8%	12%[20 µM]	8%	-5.7%	i	57	0.3%	-0.6	55	-0.5%	-3%
O=C1OCc2cc(NS(=O)(=O)c3cccs3)ccc21	6%	21%	5%	1.1%	i	33	-0.1%	-0.5	49	-0.1%	-9%
CCOc1ccc(CNc2ccc(N3CCCC3)cc2)cc1	12%	13%	-16%	0.2%	i	52	-0.2%	15	82	1.2%	20%
CCOC(=O)c1sc2ncn(C(C)C(=O)OC)c(=O)c2c1C (centres undefined)	26%	4%	0%	-0.4%	i	5	0.2%	0.2	66	0.3%	1%
COc1ccc(C(C(=O)NC(C)(C)C)N(CCC(C)C)C(=O)CCC(=O)Nc2cc(C)on2)cc1 (centres undefined)	0%	8%	11%	0.2%	i	26	0.0%	16	53	-0.5%	2%
O=C(CSc1nncs1)NCc1ccc(F)cc1	3%	-14%	-17%	1.6%	i	28	-0.5%	-0.1	66	-0.3%	-5%
COc1ccc(NC(=O)CCCNC(=O)c2ccc(Cl)cc2)c(OC)c1	-8%	-16%	-4%	8.6%	i	22	-0.2%	-0.2	51	-0.1%	-4%
CCC1CCCCN1C(=O)CSc1nnc(-c2c[nH]c3ccccc23)o1 (centres undefined)	10%	nt	24%	-0.6%	i	43	-0.2%	1.2	57	0.0%	-5%
COc1ccccc1C(=O)OCC(=O)c1cccc([N+](=O)[O-])c1	1%	-5%	-6%	-0.2%	i	56	-0.4%	0.8	72	0.0%	-3%
O=C1CC(N2CCC(c3nc4ccccc4s3)CC2)C(=O)N1 (centres undefined)	11%	11%	-1%	-2.9%	i	48	-0.1%	-1.2	53	0.1%	8%
CCOC(=O)/C(C#N)=C/c1c(N2CCN(c3ccccc3)CC2)nc2c(C)cccn2c1=O	14%	14%	-10%	-3.1%	i	36	0.4%	8.7	81	-1.0%	4%
CCN(CC)CCN1C(=O)c2cccc3cc(N)cc(c23)C1=O	-4%	-2%	15%	2.4%	i	59	-0.1%	-0.2	96	-0.3%	-3%
Cc1ccc(S(=O)(=O)NNc2nc3ccccc3nc2C(F)(F)F)cc1	11%	-12%	-5%	-1.2%	i	38	-0.1%	-2.5	91	0.1%	5%
COc1ccc(NC(=O)Nc2cccc(C(=O)N3CCOCC3)c2)cc1OC	-2%	-10%	9%	-2.3%	i	55	0.3%	-1.3	62	0.4%	-3%
O=C(Oc1c(-c2ccccc2)c(=O)n2c3c(cccc13)CC2)c1ccc(Cl)cc1	13%	-35%	-13%	21%	i	4	1.7%	36	49	-0.7%	1%
CCSc1nnc(NC(=O)[C@@H](NC(=O)c2cccc(C)c2)C(C)C)s1	-4%	17%	13%	-3.8%	i	39	-0.1%	-0.4	66	-1.2%	-6%
C(=N\Nc1nc2ccccc2[nH]1)/c1ccc2ncccc2c1	-4%	-12%	-5%	5.3%	i	16	0.9%	-1.5	50	?	nt
O=C(O)c1ccc(N/N=C/c2ccc(-c3ccc(Cl)cc3Cl)o2)cc1	19%	12%	-4%	-4.3%	i	32	-0.1%	1.0	55	-0.1%	-7%
OCCOc1ccc(CN2CCCC(N3CCN(c4ccc(F)cc4)CC3)C2)cc1 (centres undefined)	11%	-39%[20 µM]	2%	-4.1%	i	59	-0.3%	0.7	66	-0.6%	4%
CC(=O)N1N=C(c2ccco2)CC1c1ccc(Br)cc1 (centres undefined)	24%	16%	-13%	-1.0%	i	7	-0.1%	3.3	42	-0.4%	36%
CC(=O)C1=C(C)NC(=O)CC1c1ccccc1Cl (centres undefined)	-5%	-3%	8%	-1.3%	i	60	0.6%	0.9	76	0.3%	7%
CCOc1ccc(C2N(c3cc(Cl)ccc3OC)C(=O)C3CCCN32)cc1OC (centres undefined)	-13%	3%	10%	4.9%	i	61	0.3%	1.3	50	0.0%	8%
O=C(NCc1cccnc1)c1cc(S(=O)(=O)N2CCCCC2)ccc1Cl	-4%	22%	4%	-0.7%	i	36	-0.1%	2.6	80	0.3%	1%
COc1ccc(C2=Nc3nc(-c4ccccc4)cn3C(c3ccc(OC)cc3)C2)cc1 (centres undefined)	11%	-5%	5%	-1.8%	nt	nt	0.7%	nt	nt	-0.5%	37%
Cc1cccc(C)c1NC(=S)N(CCN(C)C)C(C)c1cccnc1 (centres undefined)	-6%	-52%	8%	0.4%	i	37	1.2%	-1.2	72	-0.6%	6%
Cc1ccc(C)c(N2CCN(C(=O)CCCCCn3c(=S)[nH]c4ccc(N5CCOCC5)cc4c3=O)CC2)c1	12%	-47%	17%	2.4%	i	62	0.5%	16	55	-0.3%	0%
CS(=O)(=O)N(CC(=O)Nc1ccc2c(c1)OCO2)Cc1ccccc1	8%	6%	4%	-4.8%	i	24	0.5%	-0.6	41	-0.6%	-9%

Four records drawn at random from those above, as already listed:
SMILES	GPR55 LPI antagonism	KOR beta-arrestin-1	GPR35 arrestin U2OS	KOR beta-arrestin-2	T cell HTS	T cell HTS vesicle-bound %	GPR55 activation	NTR1 agonist	NTR1 agonist cell count 20 µM	West Nile antiviral	Salmonella PhoP GFP
CCOc1ccc(C2N(c3cc(Cl)ccc3OC)C(=O)C3CCCN32)cc1OC (centres undefined)	-13%	3%	10%	4.9%	i	61	0.3%	1.3	50	0.0%	8%
COc1ccc(C2=Nc3nc(-c4ccccc4)cn3C(c3ccc(OC)cc3)C2)cc1 (centres undefined)	11%	-5%	5%	-1.8%	nt	nt	0.7%	nt	nt	-0.5%	37%
CC(=O)N1N=C(c2ccco2)CC1c1ccc(Br)cc1 (centres undefined)	24%	16%	-13%	-1.0%	i	7	-0.1%	3.3	42	-0.4%	36%
Cc1ccc(C)c(N2CCN(C(=O)CCCCCn3c(=S)[nH]c4ccc(N5CCOCC5)cc4c3=O)CC2)c1	12%	-47%	17%	2.4%	i	62	0.5%	16	55	-0.3%	0%

Going on with the list:
SMILES	GPR55 LPI antagonism	KOR beta-arrestin-1	GPR35 arrestin U2OS	KOR beta-arrestin-2	T cell HTS	T cell HTS vesicle-bound %	GPR55 activation	NTR1 agonist	NTR1 agonist cell count 20 µM	West Nile antiviral	Salmonella PhoP GFP
O=C(CCCC(=O)N(c1ccc2c(c1)OCCO2)C(C(=O)NC1CCCCC1)c1ccc(F)cc1)Nc1ccccn1 (centres undefined)	4%	-40%	-10%	5.0%	i	13	0.2%	2.3	47	?	-2%
COc1cc(NC(=O)CCc2ccccc2)c(C(=O)O)cc1OC	-1%	1%	-7%	6.2%	i	13	-0.2%	-0.2	40	0.2%	3%
CC(C)C[C@@H]1NC(=O)[C@H](Cc2ccccc2)N(C)C(=O)[C@H](C)NC(=O)c2ccccc2NC(=O)[C@H](Cc2ccc(O)cc2)N(C)C1=O	21%	-2%	3%	2.7%	i	37	0.0%	4.8	84	-0.7%	2%
CCn1c(=O)cc(OCC(=O)Nc2nc(C)cs2)c2ccccc21	0%	28%	-9%	-0.9%	i	47	-0.3%	1.2	87	0.4%	-1%
O=C(Cn1c2c(sc1=O)C1c3ccccc3OCC1CS2)Nc1ccc(Cl)cc1 (centres undefined)	-3%	5%	-11%	2.2%	i	33	-0.2%	0.8	63	-1.4%	13%
Cc1ccc(SCC(=O)NCCCc2ccccc2)cc1	12%	8%[20 µM]	-1%	-2.2%	i	36	-0.1%	-1.9	54	0.2%	5%
NC(=O)c1ccsc1NC(=O)c1ccc(S(=O)(=O)N2CCCCC2)cc1	8%	23%	-1%	-8.8%	i	33	-0.1%	-2.0	60	2.5%	2%
